Assay outcomes deposited in PubChem BioAssay by National Center for Advancing Translational Sciences (NCATS).
IL2 activator: qHTS of IL-2 Activators. IL-2 activation reporter assay, cell-based qHTS; stimulated with anti-CD3/CD4/CD28 beads; in transgenic mouse T cells. activation, % (series mostly up to about 46 µM). actives 0.065% (n = 360,000). AID 652025, 2013; in the data active = activation above about 50%; inconclusive = mostly about 30% to 49%; note: 0% is about no effect
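Readout is EGFP and DsRed signal by fluorescent plate cytometry after 18 h at 37 degrees C. Transgenic mouse T cells (750/well) received compound for 60 min before bead stimulation (anti-CD3, anti-CD4, anti-CD28); memory T cells served as non-tolerant control.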
CCT modulator: High-Throughput Screening for Modulators of Cytosolic Chaperonin Activity. activity change, % (no concentration beside the values), hits read low. purified chaperonin ATPase assay, HTRF ADP detection, 30 min. actives 0.3% (n = 360,000). AID 651819, 2012; in the data active = activity change below about -30%; note: % is set by controls: 0 for no effect and ±100 for the full control effect
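Nucleotide hydrolysis assay: TRiC at 20–40 nM final (set by batch activity) with 10 uM ATP, 30 min at 37 °C, in presence of 76 uM compound. Detection by competitive ADP HTRF, 30 min ambient.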
EPAC1 antagonist: qHTS for Antagonist of cAMP-regulated guanine nucleotide exchange factor 3 (EPAC1): primary screen; Rap guanine nucleotide exchange factor 3 (Homo sapiens), O95398; EPAC1 GEF assay, Rap1b-BODIPY-GDP exchange fluorescence; Potency, µM (series often up to 115 µM), for the others: at the highest dose activity change, negative = inhibition, actives largely listed as inhibitors; actives 0.14% (n = 360,000);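 note: potency is the fitted concentration of half-maximal effect; plate controls were vehicle for no effect and positive control for full effect; nearly all actives have a fitted effect of over 50% in size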
PI5P4Ka inh: qHTS for Inhibitors of phosphatidylinositol 5-phosphate 4-kinase (PI5P4K). actives 1.2% (n = 330,000). PI5P4Kalpha enzyme, ADP-Glo luminescence, 60 min; stronger effect = lower value. Phosphatidylinositol 5-phosphate 4-kinase type-2 alpha (Homo sapiens), P48426. max response, %; active = max response of -50% or lower; inconclusive = between -30% and -50%; inactive = -30% or higher; note: value at the top dose of about 77 µM; % is set by controls: 0 for no effect and ±100 for the full control effect
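Compounds were pin-transferred onto PI5P4Kalpha and substrate in HEPES pH 7.4 buffer with EGTA, CHAPS and 5% DMSO. ATP (5 microM final) started the reaction, which ran 60 minutes at room temperature before ADP-Glo detection.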
EPAC1 agonist: qHTS for Agonist of cAMP-regulated guanine nucleotide exchange factor 3 (EPAC1): primary screen; Rap guanine nucleotide exchange factor 3 (Homo sapiens), O95398; EPAC1 agonist qHTS, biochemical assay; response scale: 100% = response to 6.5 mM cAMP; Potency, µM (top dose mostly 154 µM), for the others: top-dose activation, actives largely listed as activators; actives 0.073% (n = 360,000); note: potency is the fitted concentration of half-maximal effect; nearly all actives have a fitted effect of over 60% in size
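Nucleotide exchange by EPAC1 (100 nM) on Rap1B–BODIPY-GDP (250 nM) in the presence of 50 uM GDP is tracked fluorescently at 480/540 nm over 30 min. Signals are normalized to a 6.5 mM cAMP control.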
EPAC2 ag: qHTS for Agonist of cAMP-regulated guanine nucleotide exchange factor 4 (EPAC2): primary screen | Rap guanine nucleotide exchange factor 4 (Homo sapiens), Q8WZA2 | EPAC2 activation, biochemical qHTS; response scale: 100% = 6.5 mM cAMP response | Potency, µM (series often up to 154 µM), for inactives: at the top dose activation, actives largely listed as activators | actives 0.079% (n = 360,000) | AID 720711, 2013; note: potency is the fitted concentration of half-maximal effect; nearly all actives have a fitted effect of over 50% in size
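Compounds were titrated in qHTS against a Rap1B-BODIPY-GDP (250 nM) complex with EPAC2 (100 nM) and GDP (50 uM). BODIPY-GDP release tracked at 480/540 nm over 30 min at room temperature, normalized to 6.5 mM cAMP.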
WRN helicase inh: qHTS for Inhibitors of WRN Helicase; actives 0.46% (n = 360,000); WRN helicase unwinding, fluorescent forked duplex, kinetic; Potency, µM (titrated, usually from 114 µM), without a hit: at the highest dose activity change, negative = inhibition, hits mostly inhibitors; note: potency is the fitted concentration of half-maximal effect; % is set by controls: 0 for no effect and ±100 for the full control effect; nearly all actives have a fitted effect of over 55% in size
Target sequence (Q14191 whole entry, looked up): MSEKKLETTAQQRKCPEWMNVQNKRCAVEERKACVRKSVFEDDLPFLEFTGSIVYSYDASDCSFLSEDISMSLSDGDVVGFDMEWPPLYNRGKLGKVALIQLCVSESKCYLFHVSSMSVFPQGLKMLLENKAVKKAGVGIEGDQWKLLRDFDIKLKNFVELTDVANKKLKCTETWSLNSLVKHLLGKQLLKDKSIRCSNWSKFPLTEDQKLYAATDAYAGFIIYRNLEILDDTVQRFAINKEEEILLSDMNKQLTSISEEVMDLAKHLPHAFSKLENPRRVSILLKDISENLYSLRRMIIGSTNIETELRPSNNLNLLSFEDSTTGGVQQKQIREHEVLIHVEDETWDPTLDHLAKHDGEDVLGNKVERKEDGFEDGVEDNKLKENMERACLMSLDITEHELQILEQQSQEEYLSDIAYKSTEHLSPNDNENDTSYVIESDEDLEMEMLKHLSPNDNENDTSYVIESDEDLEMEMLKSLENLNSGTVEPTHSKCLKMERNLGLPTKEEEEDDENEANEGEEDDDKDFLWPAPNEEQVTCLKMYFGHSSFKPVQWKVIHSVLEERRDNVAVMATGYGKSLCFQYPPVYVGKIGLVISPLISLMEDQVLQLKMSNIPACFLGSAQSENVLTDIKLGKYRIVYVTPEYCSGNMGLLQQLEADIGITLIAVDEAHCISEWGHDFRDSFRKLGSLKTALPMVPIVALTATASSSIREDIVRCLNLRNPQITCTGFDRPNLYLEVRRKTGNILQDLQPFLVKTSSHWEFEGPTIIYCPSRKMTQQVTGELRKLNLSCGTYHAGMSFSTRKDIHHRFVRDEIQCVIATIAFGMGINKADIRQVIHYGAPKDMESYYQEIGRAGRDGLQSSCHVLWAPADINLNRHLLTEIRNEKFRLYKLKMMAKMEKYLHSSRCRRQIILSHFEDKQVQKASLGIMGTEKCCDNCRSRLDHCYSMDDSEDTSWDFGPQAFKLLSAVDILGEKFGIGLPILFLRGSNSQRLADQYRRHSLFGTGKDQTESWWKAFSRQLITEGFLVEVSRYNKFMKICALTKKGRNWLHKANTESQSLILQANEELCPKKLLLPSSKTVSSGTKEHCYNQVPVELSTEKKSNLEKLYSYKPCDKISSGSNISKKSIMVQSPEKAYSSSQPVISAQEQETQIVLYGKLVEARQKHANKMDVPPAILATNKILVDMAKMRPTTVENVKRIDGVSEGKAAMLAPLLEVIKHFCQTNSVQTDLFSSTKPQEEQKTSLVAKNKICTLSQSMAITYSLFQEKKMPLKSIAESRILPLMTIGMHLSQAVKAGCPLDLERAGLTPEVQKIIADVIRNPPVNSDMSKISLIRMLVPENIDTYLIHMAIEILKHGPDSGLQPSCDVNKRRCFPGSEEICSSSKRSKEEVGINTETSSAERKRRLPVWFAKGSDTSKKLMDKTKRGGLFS
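Screening of the MLSMR collection measured strand separation of a quenched forked DNA duplex (100 nM) by 20 nM WRN with 2 mM ATP, all final. Compounds were preincubated with enzyme 15 min at room temperature.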
PLK1 PBD block: qHTS for Inhibitors of PLK1-PDB (polo-like kinase 1 - polo-box domain): Primary Screen; Serine/threonine-protein kinase PLK1 (Homo sapiens), P53350; Plk1 PBD binding of FITC phosphopeptide, fluorescence polarization; actives 2.8% (n = 360,000); Potency, µM, without a hit: max response, negative = inhibition, actives largely listed as inhibitors; AID 720504, 2013; note: potency is the fitted concentration of half-maximal effect; series mostly up to about 57 µM; % is set by controls: 0 for no effect and ±100 for the full control effect; nearly all actives have a fitted effect of over 65% in size
Active calls of the source: *; u = inconclusive; x = no result given; [ ] = remark or other dose. Unless noted, calls come from the whole dose curve; as a rule, active = well fitted curve in the direction sought with a large enough effect; inconclusive = small, poorly fitted or top-dose-only effect, or another doubt; inactive = no such curve, though single readings can be large; an effect the other way counts as inactive or inconclusive. An excerpt. The share of hits here may be higher or lower than overall.

Sample of the layout, two compounds:
smiles	IL2 activator	CCT modulator	EPAC1 antagonist	PI5P4Ka inh	EPAC1 agonist	EPAC2 ag	WRN helicase inh	PLK1 PBD block
CCCCCc1ccc(-c2cn(Cc3ccc(C(=O)c4ccccc4)cc3)nn2)cc1	-1.6	-3.1	-21%	9	-28%	-7%	-6%	-2%
COc1ccc(NC(=O)/C(Cl)=C(/Cl)S(=O)(=O)Cc2ccc(C)cc2)cn1	-4.5	-0.1	-21%	-7	5%	-3%	50µM*	21µM*

The list itself, repeating the preview:
smiles	IL2 activator	CCT modulator	EPAC1 antagonist	PI5P4Ka inh	EPAC1 agonist	EPAC2 ag	WRN helicase inh	PLK1 PBD block
CCCCCc1ccc(-c2cn(Cc3ccc(C(=O)c4ccccc4)cc3)nn2)cc1	-1.6	-3.1	-21%	9	-28%	-7%	-6%	-2%
COc1ccc(NC(=O)/C(Cl)=C(/Cl)S(=O)(=O)Cc2ccc(C)cc2)cn1	-4.5	-0.1	-21%	-7	5%	-3%	50µM*	21µM*
Cc1cc(N/N=C/c2ccccc2Br)nc2ccccc12	-3.1	-0.9	3%	-4	24%	21%	-8%	0%
CC(C)c1ccc(S(=O)(=O)N2CCC(C(=O)NCC3(N(C)C)CCCCC3)CC2)cc1	-4.4	-0.3	11%	9	1%	-8%	-23%	-6%
CC(C)NC(=O)N(C)C[C@H]1Oc2c(cccc2N(C)C)C(=O)N([C@H](C)CO)C[C@@H]1C	-0.1	1.8	12%	-1	-4%	-4%	-5%	-8%
CCOc1ccc(NC(=O)c2sc(N3CCOCC3)nc2-c2ccccc2)cc1	-1.4	-0.3	15%	6	0%	-13%	0%	-10%
O=C1C=C(NCc2ccc(Cl)cc2)CCC1	-2.2	-1.0	3%	-6	-5%	6%	-4%	-8%
O=C(CN1CCC(O)(c2ccccc2F)CC1)NCCc1c[nH]c2ccccc12	-0.6	-2.2	-10%	x	1%	9%	-11%	-2%
COc1cc(CC(=O)Nc2c(-c3ccccc3)[nH][nH]c2=O)cc(OC)c1	1.1	x	-7%	0	10%	9%	5%	u
COc1ccc(CN2C(=O)C(CC(=O)NCCN3CCOCC3)CC(C(=O)N3CCCCCC3)=C2C)cc1 (stereo not given)	1.1	0.0	19%	7	1%	2%	-2%	-5%
O=C(Nc1cccc2oc(=O)ccc12)c1ccc([N+](=O)[O-])cc1[N+](=O)[O-]	-0.2	-2.4	2%	-23	10%	6%	-13%	-11%
CCOC(=O)c1cc(-c2ccc(F)cc2)n(CC(=O)NCc2cccnc2)c1C	-2.6	-1.9	-6%	-2	13%	6%	-6%	-5%
CC1Cc2ccccc2N1C(=O)c1cnc2ccccn2c1=O (stereo not given)	-1.0	1.3	-5%	x	1%	-8%	1%	-11%
COc1cccc(NC(=O)c2cnc(SC)nc2C)c1	-3.4	0.7	8%	-9	-1%	6%	-1%	1%
CN(C)C(=O)c1ccc(NC(=O)CN2C(=O)NC3(CCCc4ccccc43)C2=O)cc1 (stereo not given)	-1.0	0.8	9%	5	1%	1%	2%	-5%
CN(C(=O)c1ccc(NC(=O)Cc2ccc(NC(=O)C3CCN(C(=O)C4CCCCC4)CC3)cc2)cc1)C1CC1	0.2	-1.3	-10%	0	-3%	9%	-7%	-16%
O=C(OCc1nnc(-c2ccccc2)o1)C1=COCCO1	0.2	-3.2	-7%	-11	4%	11%	-5%	-23%
Cc1ccc(Cl)cc1N1CCN(C(=O)C2CCC(=O)N(C3CCCCCC3)C2)CC1 (stereo not given)	-4.4	-1.5	-22%	-9	5%	6%	4%	-21%
CCN(CC)CCC(c1cc(OC)c(OC)c(OC)c1)c1c(OC)cc(OC)c2c(-c3ccccc3)cc(=O)oc12 (stereo not given)	0.2	-0.8	0%	0	1%	-1%	8%	0%
Cc1cccc2cc(C#N)c(NCCCn3ccnc3)nc12	-0.2	-1.7	-12%	19	-10%	-9%	-5%	2%
CC1(C)CCC(=NNC(N)=S)CC1	0.7	-0.3	-29%	4	0%	10%	-8%	-12%
COc1ccc2nc(N/C(=N/S(=O)(=O)c3cccs3)c3ccccc3Cl)sc2c1	-1.4	-3.1	6%	-4	0%	8%	-17%	-28%
Cn1c(=O)[nH]c(=O)c2c1nc(SCCN1CCCCC1)n2Cc1ccccc1	0.8	2.9	17%	4	-1%	1%	-3%	-7%
Cc1cccc(NC(=S)NNC(=O)c2nn(C)cc2Cl)c1	2.9	-1.2	-8%	-1	-6%	-1%	-3%	-13%
CNC(=O)COc1ccc(Nc2nnc(-c3ccc(C)c(S(N)(=O)=O)c3)c3ccccc23)cc1	-0.8	-0.9	-11%	12	-8%	6%	-10%[11.6 µM]	-1%
Cc1csc(NC(=O)CSc2nc(=O)cc(N)n2-c2ccc(F)cc2)n1	-0.8	2.8	-30%	6	-9%	6%	8%	-15%
C=CCOc1c(Br)cc(CNn2cn[nH]c2=S)cc1OC	0.1	0.1	-5%	-8	5%	6%	-3%	-15%
Cc1nc2c(sc3nc4c(cc32)COC(C)(C)C4)c(=O)n1CC(=O)NCc1ccco1	1.3	1.4	-10%	x	-11%	3%	-10%	-19%
COc1ccc2c(C)cc(SCC(=O)NC3CCCCC3)nc2c1	-0.9	-3.3	-7%	2	-2%	6%	7%	-26%
O=C(COc1ccccc1/C=C1\SC(=O)NC1=O)Nc1ccccc1	-4.7	-23	u	u	-12%	0%	u	u
CC(C)(C)c1cc(C(=O)NN)n(Cc2ccc(Cl)cc2Cl)n1	0.6	1.5	2%	0	-1%	4%	-6%	-1%
CCc1ccc(NS(=O)(=O)c2cc3c(cc2C)n(C)c(=O)c(=O)n3C)cc1	-1.8	-0.6	-2%	3	-16%	0%	-6%	-1%
CCN(c1ccccc1)S(=O)(=O)c1cccc(C(=O)NCC(c2ccc(OC)cc2)N2CCCCC2)c1 (stereo not given)	-3.5	-4.9	-4%	0	13%	12%	-3%	0%
COc1cc2[nH]c(=O)n(CCC(=O)N3CCN(Cc4ccc5c(c4)OCO5)CC3)c(=O)c2cc1OC	0.8	2.4	14%	1	-10%	0%	-14%	2%
O=C(Oc1cccc(C(=S)N2CCOCC2)c1)c1ccc([N+](=O)[O-])cc1	0.3	-2.5	19%	-8	-1%	16%	9%	-22%
Cc1cc(C)nc(/N=C(\N)Nc2ccc(C(C)C)cc2)n1	-4.7	-0.3	3%	-3	0%	5%	15%	2%
O=[N+]([O-])c1ccc(OCc2nnc(-c3ccccc3)o2)cc1	0.9	-2.3	7%	3	-6%	7%	-18%	-6%
O=C(NCCc1c[nH]c2ccccc12)c1ccc(F)cc1F	0.7	1.4	-16%	4	2%	2%	-2%	2%
Cc1cc(C)cc(NC(=O)CN(c2ccc(F)cc2)S(C)(=O)=O)c1	0.1	-1.3	u	-24	-8%	6%	0%[57.1 µM]	11µM*
CN1CCN(c2ccc(Cl)cc2NC(=O)c2ccc(S(=O)(=O)N3CCCCCC3)cc2)CC1	-2.2	0.3	7%	-2	1%	1%	0%	-10%
NC(=S)NN=Cc1nccc2c(C(F)(F)F)cccc12	-3.7	0.7	12%	-28	-11%	-4%	31%	-11%
COc1ccc(OC)c(Cc2cnc3nc(N)nc(N)c3c2C)c1	-2.3	1.8	7%	-11	-15%	-1%	31%	0%
COc1cc(NC(=O)CN(C)S(=O)(=O)c2ccc3c(c2)CC(C)N3C(C)=O)cc(OC)c1OC (stereo not given)	-1.8	-0.8	-12%	5	16%	0%	-11%	-1%
CCN(CC)CCCC(C)Nc1nccc2cccc(Cl)c12 (stereo not given)	-0.3	-3.3	6%	2	-1%	0%	0%	1%
CCOC(=O)N1CCN(C(=O)Nc2ccccc2Cl)CC1	-1.3	-0.1	4%	x	-2%	5%	-4%	-6%
CC1CC(C)CN(C(=O)/C=C/c2ccc([N+](=O)[O-])s2)C1 (stereo not given)	1.6	-1.4	-10%	1	11%	2%	6%	-12%
COCCCN1CC(=O)N2C(c3ccc(C)cc3)c3[nH]c4ccccc4c3C[C@H]2C1=O (stereo not given in full)	-2.7	-3.0	-11%	9	-3%	-2%	7%	-1%
O=S(=O)(Cc1ccccc1)N1CCN(c2ncccn2)CC1	0.7	-0.9	0%	3	5%	1%	0%[57.1 µM]	4%
Nc1nc(SCc2ccc3c(c2)OCCO3)n[nH]1	1.9	-0.5	2%	1	-1%	-2%	-2%	2%
O=C(O)C1CCCCN1C(=O)c1ccc(S(=O)(=O)N2CCCC2)cc1 (stereo not given)	2.5	-0.4	-20%	3	4%	1%	3%	-10%

Further records.
smiles	IL2 activator	CCT modulator	EPAC1 antagonist	PI5P4Ka inh	EPAC1 agonist	EPAC2 ag	WRN helicase inh	PLK1 PBD block
COc1cc(CNCCSc2nnnn2C)cc(Br)c1OCc1ccccc1	-0.2	1.6	1%	7	7%	5%	-7%	1%
CCCCNC(=O)C1C(c2ccc(OC)cc2)=Nc2ccccc2N1C(=O)c1cccnc1 (stereo not given)	-0.1	x	-1%	-2	3%	11%	0%	-7%
COCCn1c(SCC(=O)N2CCCCC2)nc2ccccc2c1=O	-2.9	-0.8	-1%	x	-2%	-1%	3%	-2%
OC1COCOC1C(O)C1OCOCC1O (stereo not given)	0.4	-1.9	11%	4	3%	5%	12%	-5%
O=C(c1ccc(S(=O)(=O)N2CCCCC2)cc1)N1CCCc2ccccc21	-0.8	0.5	-6%	-2	4%	9%	-10%	0%
CC1CN(c2nc3ccccc3nc2C(C#N)C(=O)OC2CCCCC2)CC(C)O1 (stereo not given)	-2.7	-1.1	3%	-3	-4%	5%	3%	-4%
CCOC(=O)c1ccc(S(=O)(=O)N2CCC(C(=O)NCC3CCCCC3)CC2)cc1	0.8	1.5	-6%	-4	-5%	-10%	-1%	0%
CCCn1c(C(CO)Nc2nc(-c3cccc(Br)c3)cs2)nc2ccccc21 (stereo not given)	-3.3	1.3	-16%	-2	-7%	0%	-8%	-7%
